BLM inh: Bloom syndrome helicase (human) inhibition; Potency, µM (series often up to 56.1 µM), for the others: at the highest dose activity change, negative = inhibition, most hits filed as inhibitors; AID 2528; recombinant BLM DNA unwinding, fluorescence dequenching; 350,000 compounds, 0.2% hits; P54132;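 note: plate controls were vehicle for no effect and no enzyme for full effect; nearly all actives have a fitted effect of over 35% in size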
Target sequence (P54132 whole entry, looked up): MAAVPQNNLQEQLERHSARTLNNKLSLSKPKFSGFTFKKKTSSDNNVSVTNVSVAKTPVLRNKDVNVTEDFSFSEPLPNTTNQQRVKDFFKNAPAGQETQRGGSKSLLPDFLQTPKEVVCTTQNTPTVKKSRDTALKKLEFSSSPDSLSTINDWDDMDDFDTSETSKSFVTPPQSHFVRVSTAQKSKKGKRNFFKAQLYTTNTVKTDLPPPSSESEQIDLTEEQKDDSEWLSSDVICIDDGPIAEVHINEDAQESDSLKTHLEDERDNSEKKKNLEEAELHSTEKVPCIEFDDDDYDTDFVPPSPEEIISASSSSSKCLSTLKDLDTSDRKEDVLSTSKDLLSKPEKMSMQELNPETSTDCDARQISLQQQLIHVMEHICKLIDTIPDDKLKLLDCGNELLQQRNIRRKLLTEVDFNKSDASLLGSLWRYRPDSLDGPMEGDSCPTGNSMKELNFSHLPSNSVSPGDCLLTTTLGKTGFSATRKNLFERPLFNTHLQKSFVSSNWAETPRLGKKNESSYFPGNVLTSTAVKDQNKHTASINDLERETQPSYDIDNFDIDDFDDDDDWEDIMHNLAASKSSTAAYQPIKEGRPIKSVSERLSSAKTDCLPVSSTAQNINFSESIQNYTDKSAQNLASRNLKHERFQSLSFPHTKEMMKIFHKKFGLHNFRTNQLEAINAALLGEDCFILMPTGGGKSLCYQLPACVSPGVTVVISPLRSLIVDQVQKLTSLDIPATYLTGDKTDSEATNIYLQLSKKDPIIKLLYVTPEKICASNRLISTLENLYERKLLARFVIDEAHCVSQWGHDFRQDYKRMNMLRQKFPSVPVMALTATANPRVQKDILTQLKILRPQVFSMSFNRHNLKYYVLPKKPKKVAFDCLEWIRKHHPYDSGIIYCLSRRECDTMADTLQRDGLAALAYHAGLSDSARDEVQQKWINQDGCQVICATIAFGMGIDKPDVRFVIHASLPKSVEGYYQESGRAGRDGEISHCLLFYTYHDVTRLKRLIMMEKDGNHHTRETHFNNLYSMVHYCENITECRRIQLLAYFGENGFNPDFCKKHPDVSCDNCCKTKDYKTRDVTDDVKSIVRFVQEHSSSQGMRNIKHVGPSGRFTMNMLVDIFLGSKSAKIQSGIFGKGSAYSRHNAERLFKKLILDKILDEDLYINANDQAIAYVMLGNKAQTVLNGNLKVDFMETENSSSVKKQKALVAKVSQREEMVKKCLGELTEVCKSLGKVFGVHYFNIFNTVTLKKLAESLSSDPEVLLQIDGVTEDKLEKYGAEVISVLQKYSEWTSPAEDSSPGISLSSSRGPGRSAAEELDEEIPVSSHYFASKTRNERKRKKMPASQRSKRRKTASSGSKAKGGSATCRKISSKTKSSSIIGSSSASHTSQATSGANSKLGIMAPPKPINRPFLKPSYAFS
JMJD2A Tudor: inhibitors of human JMJD2A Tudor domain | O75164 | AlphaScreen JMJD2A-Tudor / H3K4me3 peptide binding | Potency, µM (doses to about 114 µM), without a hit: at the top dose activity change, negative = inhibition, usual class: inhibitors | 390,000 compounds, 4.4% hits; note: % is set by controls: 0 for no effect and ±100 for the full control effect; nearly all actives have a fitted effect of over 50% in size
Pin1 inh: human Pin1 inhibition; Pin1 FP peptide displacement, HiFluor488, 10 min; 390,000 compounds, 0.009% hits; Q13526; AID 504891; Potency, µM (highest dose often 115 µM), inactives show top-dose activity, negative = inhibition, most hits filed as inhibitors; active = well fitted inhibition curve with a large enough effect in the polarisation, with a control signal flat, not every such curve was filed as active; inconclusive = small, poorly fitted or top-dose-only effect, or effect the other way, or a change in a side signal; inactive = no such curve, though single readings can be large or run the other way; the % refers to the polarisation; note: % is set by controls: 0 for no effect and ±100 for the full control effect
POLI inh: blocks human DNA polymerase iota activity. Q9UNA4. Pol iota fluorescent replication assay, 10 min. Potency, µM (doses to about 115 µM), inactives show top-dose activity, negative = inhibition, actives largely listed as inhibitors. 390,000 compounds, 1% hits
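Pol iota at 10 nM preincubated 15 min with compounds at room temperature; reaction started with fluorescent substrate, 50 nM final. Fluorescence read kinetically at 0 and 10 min; buffer-only wells as negative control.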
G9a block: blocks human histone lysine methyltransferase G9a. 350,000 compounds, 8.8% hits. Q96KQ7. Potency, µM (top dose mostly 102 µM), without a hit: top-dose activity, negative = inhibition, most hits filed as inhibitors. G9a H3K9 monomethylation, AlphaScreen, 2 h; note: % is set by controls: 0 for no effect and ±100 for the full control effect; nearly all actives have a fitted effect of over 75% in size
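G9a (20 nM) was preincubated 15 min with compound, then reacted 2 h at room temperature with 500 nM biotin-H3K9 peptide and 20 µM SAM. Monomethyl-H3K9 detected by AlphaScreen using anti-H3K9me1 antibody.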
HP1b binding inh: blocks HP1-beta chromodomain binding to methylated histone tails. AlphaScreen HP1-beta / biotin-H3K9me3 peptide binding. P83916. Potency, µM (top dose mostly 114 µM), inactives show top-dose activity change, negative = inhibition, most hits filed as inhibitors. 390,000 compounds, 0.56% hits; note: nearly all actives have a fitted effect of over 70% in size; inactives centre near 23
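Compound inhibition of the preformed complex between 50 nM HP1-beta and 50 nM biotinylated H3K9me3 peptide was read by AlphaScreen. Buffer was PBS pH 7.4 with 0.01% Tween-20. Incubations ran 30 min at room temperature, with 10 ug/mL donor/acceptor beads.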
GLS inh: blocks human kidney-isoform glutaminase activity; 410,000 compounds, 0.21% hits; GLS enzymatic activity, qHTS titration; O94925; Potency, µM (doses to about 45.5 µM), for inactives: at the top dose activity change, negative = inhibition, usual class: inhibitors; note: % is set by controls: 0 for no effect and ±100 for the full control effect
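Coupled fluorescence readout: glutamate oxidase/HRP/Amplex Red detect glutamate formed by hKGA from L-glutamine (1 mM solution added). Buffer 45 mM KH2PO4 pH 8.2, 0.02% Tween-20; reads at t0 and 30 min RT.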
BAZ2B block: inhibitors of human BAZ2B bromodomain | AlphaScreen BAZ2B-H3K14Ac peptide displacement | Potency, µM (highest dose often 114 µM), for the others: at the highest dose activity change, negative = inhibition, usual class: inhibitors | 360,000 compounds, 4.4% hits | Q9UIF8; note: % is set by controls: 0 for no effect and ±100 for the full control effect; nearly all actives have a fitted effect of over 60% in size
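In this displacement format the biotinylated H3(5-23) peptide acetylated at Lys14 serves as ligand at 50 nM, with BAZ2B at 50 nM in PBS pH 7.4 containing 0.01% Tween-20. Donor and acceptor beads are 10 ug/mL final.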
PGK inhibitor: inhibitors of T. brucei phosphoglycerate kinase | 380,000 compounds, 0.043% hits | PGK/GAPDH coupled, Kinase-Glo luminescence, 60 min | Potency, µM (series often up to 57.5 µM), for the others: at the highest dose activity change, negative = inhibition, actives largely listed as inhibitors | AID 602233 | P07378; note: % is set by controls: 0 for no effect and ±100 for the full control effect; nearly all actives have a fitted effect of over 60% in size
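Recombinant glycosomal PGK reaction used 1,3-bisphosphoglycerate generated in-well by GAPDH (100nM final) in 100mM TEA pH 7.6, 5mM MgCl2, 0.01% Tween-20. After 60 minutes at room temperature, ATP was read by Kinase-Glo Plus luminescence end-point.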
* = called active by the depositor; i = inactive; u = inconclusive; x = no result given; & = joins results of further samples; [ ] = another dose, or the depositor's remark. Unless noted, calls come from the whole dose curve; as a rule, active = well fitted curve in the direction sought with a large enough effect; inconclusive = small, poorly fitted or top-dose-only effect, or another doubt; inactive = no such curve, though single readings can be large; an effect the other way counts as inactive or inconclusive. Potency is the fitted concentration of half-maximal effect. The list is partial (hit frequency here may not be typical).

nr	mol	BLM inh	JMJD2A Tudor	Pin1 inh	POLI inh	G9a block	HP1b binding inh	GLS inh	BAZ2B block	PGK inhibitor
1	O=C(NNC(=O)C12CC3CC(CC(C3)C1)C2)c1ccncc1	0%	6%	1%	-17%	40µM*	14%	-14%	-10%	-2%
2	COC(=O)C1CCN(C(=O)c2ccc3nc(-c4cccc(OC)c4)oc3c2)CC1	-1%	-8%	2%	32%[activator]	u	26%	2%	-38%	9%
3	CC(C)Cn1c(=O)c2sccc2n2c(CCCC(=O)NC3CCN(Cc4ccccc4)CC3)nnc12	0%	-15%	-2%	24%	15%	-4%	3%	-1%	-3%
4	CCOC(=O)N1CCN(CC(=O)N2CCC(C(N)=O)CC2)CC1	3%	-1%	0%	43%[activator]	12%	30%	-2%	4%	0%
5	CCC(C(=O)N1CCN(S(C)(=O)=O)CC1)c1ccccc1 (stereo unspecified)	-1%	-8%	-3%	8%	-15%[59 µM]	20%	-15%	-2%	-6%
6	CCOC(=O)C1=C(COC(=O)COc2ccc(C(=O)CC)cc2)NC(=O)NC1C (stereo unspecified)	x	-14%	-2%	38%[activator]	-4%	21%	1%	10%	2%
7	Cc1ccccc1C(=O)N1CCC(C(=O)NCc2ccc(Cl)cc2)CC1	0%	-1%	6%	19%	x	22%	7%	-3%	-4%
8	COC(=O)c1ccc(CSc2ccc3nnc(-c4ccc(F)cc4)n3n2)o1	-10%	-19%	0%	-4%	-12%	28%	1%	x	x
9	CCc1ccc(-c2nc(CS(=O)CC(=O)NCc3ccccc3)c(C)o2)cc1 (stereo unspecified)	-2%	-12%	4%	42%[activator]	28µM*	23%	-6%	-15%	4%
10	c1ccc(Nc2ccccn2)cc1	2%	22µM*	8%	25%	6%[59 µM]	u	10%	1%	-8%
11	Cc1cc(N/N=C/c2c(O)ccc3ccccc23)nc(-c2ccccc2O)n1	-1%	u	25%	10%	37%[59 µM]	7%	6%	6%	0%
12	COc1cc(C2c3c(-c4c(C)cc(C)cc4O)n[nH]c3C(=O)N2Cc2ccco2)cc(OC)c1OC (stereo unspecified)	-1%	-24%	0%	-18%	0%[59 µM]	-6%	-2%	-3%	x
13	CC(=O)OC1CCC2(C)C3CCC4(C)C(C(C)=O)CCC4C3CC3OC32C1 (stereo unspecified)	x	-16%	-4%	-6%	x	12%[57 µM]	-13%	x	-2%
14	Cc1cccc(NC(=O)CSc2nnc(-c3cccs3)o2)c1	3%	-16%	-3%	11%	-4%[59 µM]	35%[activator]	19%	4%	-6%
15	CC(C)OC(=O)c1c(-c2ccc(C(C)C)cc2)csc1NC(=O)C1CCCO1 (stereo unspecified)	-12%	22%	-12%	24%	-6%[59 µM]	58%[activator]	7%	9%	3%

Excerpt: nos. 1–2
nr	mol	BLM inh	JMJD2A Tudor	Pin1 inh	POLI inh	G9a block	HP1b binding inh	GLS inh	BAZ2B block	PGK inhibitor
1	O=C(NNC(=O)C12CC3CC(CC(C3)C1)C2)c1ccncc1	0%	6%	1%	-17%	40µM*	14%	-14%	-10%	-2%
2	COC(=O)C1CCN(C(=O)c2ccc3nc(-c4cccc(OC)c4)oc3c2)CC1	-1%	-8%	2%	32%[activator]	u	26%	2%	-38%	9%

Later entries.
nr	mol	BLM inh	JMJD2A Tudor	Pin1 inh	POLI inh	G9a block	HP1b binding inh	GLS inh	BAZ2B block	PGK inhibitor
16	Cc1ccc(S(=O)(=O)NC(=O)N2CCCN(Cc3ccc(F)cc3)CC2)cc1	-5%	0%	1%	116%[activator]	u	22%	-3%	-4%	0%
17	c1ccc(-n2nnnc2Oc2cccc3cccnc23)cc1	-5%	-13%	-6%	0%	-26%	29%	5%	-1%	x
18	COc1ccc(/C=N/NC(=O)c2c(C)nc3ccc(Cl)cn23)cc1OC	-5%	1%	4%	3%	-4%	46%[activator]	-6%	0%	7%
19	CC(=O)OCC1CCCC2=C(C)C(=O)CCC21COC(C)=O (stereo unspecified)	4%	-6%	0%	u	24%[59 µM]	47%	-10%	10%	-7%
20	O=c1cc(CN2CCOCC2)c2cc(Cl)c(O)cc2o1	-6%	15%	-5%	0%	-46%	39%[activator]	-2%	u	i
21	CCCOc1ccc(C(CC(=O)O)NC(=O)c2sc3ccccc3c2Cl)cc1 (stereo unspecified)	-2%	-11%[11.4 µM]	-5%	19%	u	-12%	7%	-8%	-4%
22	O=S1(=O)c2ccccc2N(Cc2ccccc2F)c2ccccc21	-5%	-16%	-11%	31%[activator]	18%[59 µM]	10%	0%	-8%	-10%
23	O=C(CC1SC2=NCCN2C1=O)Nc1ccc(Br)cc1 (stereo unspecified)	1%	-18%	1%	4%	17%[59 µM]	20%	-3%	11%	6%
24	CC(NC(=O)c1cc(S(=O)(=O)N2CCOCC2)cn1C)c1ccccc1 (stereo unspecified)	3%	-13%	-3%	5%	u	25%	2%	-6%	6%
25	Cc1cccn2c(=O)c(C=O)c(Nc3ccccc3)nc12	0%	-14%	-8%	91%[activator]	45µM*	23%	0%	-17%	1%
26	CCS(=O)(=O)n1nc(-c2ccco2)nc1SC	-2%	28µM*	0%	17%	u	u	-4%	21%	i
27	O=C(NC1CC1)C1CCN(C2CCN(C(=O)CC3=CCCCC3)CC2)CC1	2%	-10%	0%	3%	25%	29%	-2%	-11%	i
28	O=C1OC(c2ccccc2)Cc2cc(C(=O)N3CCN(c4ccc(F)cc4)CC3)ccc21 (stereo unspecified)	x	-26%	44%[activator]	10%	50µM*	0%	0%	-33%	-9%
29	CCOc1ccccc1CNC(=O)C1CCN(C(=O)N2CC(CC)Oc3ccc(C)cc32)CC1 (stereo unspecified)	-7%	-29%	-1%	21%	-50%[59 µM]	18%	0%	u	i
30	CON1C(=O)CN(C(C)=O)C1c1ccc(Cl)cc1Cl (stereo unspecified)	-1%	6%	-10%	17%	5%[59 µM]	28%	-1%	9%	-1%
31	CCOc1ccc(S(=O)(=O)N2CCOCC2)cc1NC(=O)c1ccc(N2CCCC2=O)cc1	x	-8%	4%	16%	32µM*	18%	-7%	-4%	-2%
32	Cc1cccc(C)c1OCC(=O)N(Cc1ccc(N(C)C)cc1)C1CCS(=O)(=O)C1 (stereo unspecified)	-1%	-34%	-1%	27%	x	-10%	23%	u	-2%
33	COc1ccccc1-n1cnc2cc(C(=O)N3CCOCC3)ccc21	-1%	-2%	-1%	22%	x	17%	11%	-2%	6%
34	O=c1[nH]c2cc3c(cc2cc1C(c1nnnn1C1CCCC1)N1CCSCC1)OCCO3 (stereo unspecified)	-3%	-15%	-4%	9%	-11%[12.7 µM]	14%	1%	0%	i
35	CC(C)(C)c1ccc(S(=O)(=O)Nc2ccc3c(c2)COC3=O)cc1	-3%	-14%	-4%	-29%	x	-5%	-21%	-9%	-5%
36	CCOC(=O)C1CCCN(c2nc3c(C)cccn3c(=O)c2/C=C(\C#N)C(=O)NCc2ccco2)C1 (stereo unspecified)	-3%	-36%	-1%	25%	x	11%	5%	-14%	-11%
37	Brc1cc2c(cc1Cn1c(-c3cncs3)nc3ccccc31)OCO2	-1%	-21%	0%	-7%	u	16%	4%	-2%	5%
38	O=C(Nc1ccccc1C(=O)O)c1cccc(S(=O)(=O)Nc2ccc(Br)cc2)c1	-1%	-21%	-20%	u	13%	-7%	-6%	-2%	-7%
39	COc1cc(NC(=O)c2nccn2C)cc(C(=O)Nc2cccc(C(F)(F)F)c2)c1	-5%	-29%	1%	-25%	13%[12.7 µM]	11%	3%&1%	-4%	-7%&2%
40	C=CCN1C(=O)C(Cc2cccc(C)c2)SC1=Nc1ccc(C(=O)O)cc1 (stereo unspecified)	-2%	-11%	1%	-8%	-37%[12.7 µM]	16%	4%	-2%	2%
41	CCOC(=O)c1c(C)nc2c(c1-c1ccc(OC)c(OC)c1)C(=O)c1ccccc1-2	-3%	-17%	15%	0%	-7%	7%	11%	-6%	i
42	N#Cc1cccc(C(=O)Nc2ccc(S(=O)(=O)Nc3nccs3)cc2)c1	x	-7%	46%[activator]	-20%	x	14%	8%	x	-3%
43	CS(=O)(=O)c1ccc(C(=O)OCC(=O)NC(=O)C2CCCCC2)cc1[N+](=O)[O-]	-9%	-21%	-4%	8%	-30%	-17%	-2%	0%	-3%
44	CC(C)(C)[C@H]1COC(=O)CC/C=C\C[C@H](CC(=O)N(CCO)Cc2ccccc2)C(=O)N1	x	-15%	-9%	-13%	x	32%	9%	x	-3%
45	COc1ccc(C(=O)NC(=S)Nc2ccc3oc(=O)ccc3c2)cc1OC	-1%	1%	18%	4%	24%[59 µM]	12%	3%	4%	-14%
46	Cn1c(-c2ccccc2)c[n+]2c1CCCCC2	-3%	-6%	5%	105%[activator]	u	17%	8%	-11%	0%
47	Cc1ccc(NC(=O)NCCN2CCCCC2)cc1Cl	-8%	-10%	-8%	-22%	14%	54%[activator]	-2%	-16%	-3%
48	CCN(CC)CCSc1nc(O)c(C(C)C)c(=O)[nH]1	-2%	-12%	1%	-7%	-1%	10%	12%	-36%	-5%
49	CCCCN(C)C(=O)c1nc2ccccn2c1CN1CCN(c2cnccn2)CC1	-3%	-15%	-7%	-1%	22%[59 µM]	19%	1%	0%	-2%
50	COc1cc(/C=C2/C(=O)NN(c3ccc(Cl)c(Cl)c3)C2=O)cc([N+](=O)[O-])c1O	0%	16µM*	u	18µM*	18µM*	u	u	40µM*	-19%
51	Cc1cccc(OCCNC(=O)c2cncc(Br)c2)c1	-9%	1%	7%	-24%	6%[59 µM]	33%	-1%	-1%	x

Profiles, quoted from the list. Order of values: BLM inh | JMJD2A Tudor | Pin1 inh | POLI inh | G9a block | HP1b binding inh | GLS inh | BAZ2B block | PGK inhibitor
`Cn1c(-c2ccccc2)c[n+]2c1CCCCC2` in the list: -3% | -6% | 5% | 105%[activator] | u | 17% | 8% | -11% | 0%
`CCCCN(C)C(=O)c1nc2ccccn2c1CN1CCN(c2cnccn2)CC1` in the list: -3% | -15% | -7% | -1% | 22%[59 µM] | 19% | 1% | 0% | -2%
`Cc1cccc(OCCNC(=O)c2cncc(Br)c2)c1` in the list: -9% | 1% | 7% | -24% | 6%[59 µM] | 33% | -1% | -1% | x
`CCN(CC)CCSc1nc(O)c(C(C)C)c(=O)[nH]1` in the list: -2% | -12% | 1% | -7% | -1% | 10% | 12% | -36% | -5%
